# High-throughput results as filed in PubChem.
# 697 NFkB inh – lowers PMA/ionomycin-induced NF-kB signal in 697 B cells; inhibition, % at 4 µM; AID 435022; hit rate 0.33% among 330,000; 697 B-cell NF-kB luciferase reporter, 16 h; in the data active = inhibition above about 35%
# EBI2 antag – antagonists of human EBI2 receptor; P32249; EBI2 beta-arrestin recruitment, luminescence, 7a,25-OHC stimulated; inhibition, % at 5 µM; hit rate 0.81% among 360,000; in the data active = inhibition above about 38%;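 also: enzyme fragment complementation signal reports receptor beta-arrestin coupling in cells; 0% = agonist plus DMSO wells and 100% = wells without agonist; some results beyond the cut were filed as inactive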
# UBC13 inh – human UBC13 polyubiquitination inhibition | P61088 | UBC13 polyubiquitin chain formation, TR-FRET | inhibition, % at 20 µM | hit rate 0.47% among 330,000 | AID 485273; in the data active = inhibition above about 45%, passing the limit was not always enough
# Target sequence (P61088 whole entry, looked up): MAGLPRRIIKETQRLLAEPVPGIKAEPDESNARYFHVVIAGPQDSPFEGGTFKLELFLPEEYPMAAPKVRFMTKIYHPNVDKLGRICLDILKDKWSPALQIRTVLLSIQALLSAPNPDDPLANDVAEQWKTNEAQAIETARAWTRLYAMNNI
# CXCR6 block – CXCR6 (human) receptor inhibition. CHO-K1 PathHunter CXCR6 beta-arrestin, luminescence. O00574. inhibition, % at 20 µM. hit rate 0.36% among 360,000; in the data active = inhibition above about 34%, passing the limit was not always enough;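 also: antagonist mode with CXCL16 agonist at 10 nM final; 0% = 10 nM CXCL16 with DMSO and 100% = unstimulated wells without agonist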
# Target sequence (O00574 whole entry, looked up): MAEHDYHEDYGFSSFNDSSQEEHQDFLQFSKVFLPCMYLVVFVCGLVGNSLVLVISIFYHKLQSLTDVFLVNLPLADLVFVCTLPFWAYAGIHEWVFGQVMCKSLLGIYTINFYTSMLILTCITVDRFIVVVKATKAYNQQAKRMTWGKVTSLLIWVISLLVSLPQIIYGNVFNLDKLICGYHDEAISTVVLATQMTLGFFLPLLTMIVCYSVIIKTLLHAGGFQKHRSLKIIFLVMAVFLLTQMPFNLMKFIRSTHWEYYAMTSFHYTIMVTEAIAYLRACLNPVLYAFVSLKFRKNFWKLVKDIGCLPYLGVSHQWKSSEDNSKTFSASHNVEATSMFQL
# APJ antag – blocks the human apelin receptor APJ; P35414; CHO-K1 APJ beta-arrestin complementation, luminescence; inhibition, % at 20 µM; hit rate 0.32% among 330,000; AID 2521;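 active = inhibition above about 40% at 20 µM, limit read from the data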;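 also: cells challenged with 10 nM apelin-13 agonist together with compound; plate controls were apelin-13 plus DMSO wells for no effect and DMSO wells lacking apelin-13 for full effect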
# Jurkat NFkB inh – inhibitors of the PMA/ionomycin-induced NF-kB reporter in Jurkat cells; AID 435003; inhibition, % at 4 µM; hit rate 0.53% among 330,000; PMA/ionomycin-induced NF-kB luciferase reporter, luminescence; in the data active = inhibition above about 50%
# Gli-Sufu antag – antagonists of Gli-Sufu signaling; hit rate 0.74% among 340,000; AID 588413; inhibition, % at 5 µM; Sufu-KO-LIGHT fibroblasts, Gli luciferase reporter luminescence;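 active = inhibition above about 55%, limit read from the data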;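 also: 0% = DMSO-treated cells and 100% = wells with medium but no cells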
# CCR6 antag – blocks CCL20-driven beta-arrestin recruitment at human CCR6. AID 493098. CHO-K1 CCR6 PathHunter beta-arrestin, luminescence, CCL20-stimulated. hit rate 0.49% among 340,000. inhibition, % at 20 µM. P51684;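 active = compounds whose inhibition of the agonist-driven luminescence signal at 20 µM reaches about 50%, limit read from the data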;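 also: cells stimulated with CCL20 at 14 nM final; plate controls were DMSO with CCL20 for no effect and DMSO without agonist for full effect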
# Target sequence (P51684 whole entry, looked up): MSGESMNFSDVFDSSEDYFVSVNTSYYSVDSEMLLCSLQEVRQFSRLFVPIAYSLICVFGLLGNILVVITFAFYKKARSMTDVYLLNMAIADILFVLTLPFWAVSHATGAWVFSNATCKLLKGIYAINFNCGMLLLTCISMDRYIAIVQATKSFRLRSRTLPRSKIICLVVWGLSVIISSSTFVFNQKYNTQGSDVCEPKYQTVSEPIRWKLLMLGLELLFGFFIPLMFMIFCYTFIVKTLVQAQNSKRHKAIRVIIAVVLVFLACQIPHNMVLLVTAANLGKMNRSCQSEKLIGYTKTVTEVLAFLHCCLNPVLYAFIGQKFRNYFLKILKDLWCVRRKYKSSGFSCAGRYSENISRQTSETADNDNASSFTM
# Starred values were filed as active, the others as inactive; x = no result given.
structure,697 NFkB inh,EBI2 antag,UBC13 inh,CXCR6 block,APJ antag,Jurkat NFkB inh,Gli-Sufu antag,CCR6 antag
CCOC(=O)c1c(-c2ccccc2)csc1NC(=O)C1CCCO1 (stereo not drawn),-41,0,-3,-2,-7,-9,-5,-9
O=C(Cn1cnc2ccccc2c1=O)NC1CCCc2ccccc21 (stereo not drawn),9,10,-3,5,0,-4,-5,6
CCOC(=O)C1=C(C)NC(=O)/C1=C\N(C)C,14,-7,-5,0,3,14,-5,-5
COC(=O)c1sccc1N/N=C/c1cccc(Oc2ccccc2)c1,-175,28,3,-18,-9,-84,-26,16
CS(=O)(=O)N(CCc1ccccc1)CC(=O)N1CCN(c2ccccc2)CC1,-16,-9,-1,-6,2,-8,6,-1
Cc1ccc2[nH]c(=O)c(C(c3nnnn3C(C)(C)C)N3CCN(C(=O)c4ccco4)CC3)cc2c1 (stereo not drawn),2,-11,-17,4,25,1,0,9
Cc1ccc(S(=O)(=O)Nc2ccc(C(=O)NCCCn3ccnc3)cc2)cc1[N+](=O)[O-],-1,8,-10,8,7,9,-1,2
O=C(Nc1ccccc1C(=O)N/N=C/c1ccccc1)c1ccco1,-5,0,-4,9,4,-6,-17,23
O=S(=O)(NC1=NCCCCC1)c1ccc2ccccc2c1,4,-1,4,-5,13,4,-18,8
CS(=O)(=O)Nc1cccc(C2=NN(C(=O)CCC(=O)O)C(c3cccs3)C2)c1 (stereo not drawn),18,-2,0,-2,7,0,3,9
COc1cccc(N(CC(=O)Nc2ccccc2C)S(C)(=O)=O)c1,-1,0,4,2,26,3,3,-7
NS(=O)(=O)c1ccc(CNS(=O)(=O)c2cc(C(=O)O)ccc2Cl)cc1,3,-6,4,-6,16,12,-2,15
COc1ccc(N/C=C2/CCCCC2=O)cc1,-5,11,-15,2,-15,-27,-20,-5
O=C(CSc1nnc(COc2ccc(Br)cc2)o1)NC1CCCCC1,10,6,0,0,-8,4,-21,22
Cn1c(C(O)c2ccc(Cl)cc2)nc(Cl)c1Cl (stereo not drawn),-6,5,3,-1,-9,-10,-4,8
Cn1nccc1C(=O)N/N=C/c1cccnc1,14,-7,2,1,-25,-1,8,-7
COc1ccc(/C=N/Nc2ccc(C(F)(F)F)cc2[N+](=O)[O-])cc1,7,-1,-4,13,6,9,4,3
O=c1onc(-c2ccccc2Cl)n1-c1ccccc1Cl,2,-8,4,-9,-25,2,20,-10
CCCNc1c(NS(=O)(=O)c2ccc(C(C)(C)C)cc2)c(=O)oc2ccccc12,14,-33,10,-6,15,7,6,31
COCCCNCC(=O)Nc1sc(C)c(C)c1C(=O)OC,16,-16,7,1,11,7,-2,-6
O=C(CCCCC(=O)NC1CCCC1)NC1CCCC1,24,-5,0,-5,13,4,4,1
CCC1CCCCN1CCCNC(=O)C1CCN(Cc2nc(-c3ccc(Cl)cc3)oc2C)CC1 (stereo not drawn),7,-4,8,1,-2,56*,13,12
O=C(Nc1cccc(S(=O)(=O)N2CCOCC2)c1)c1ccc(Cl)c([N+](=O)[O-])c1,12,-11,4,-8,3,11,-13,-2
COc1cccc(NC(=O)COC(=O)CNS(=O)(=O)c2c(F)cccc2F)c1,-2,-12,3,-4,8,8,19,-9
Cc1ccc(S(=O)(=O)NC(C(=O)Oc2ccc3ccc(=O)oc3c2)c2ccccc2)cc1 (stereo not drawn),-4,-9,24,5,-1,2,0,-11
CC1Cc2ccccc2N1C(=O)COC(=O)CNC(=O)c1ccc(Br)o1 (stereo not drawn),7,2,7,-5,5,10,0,15
CCOc1ccc(C(C(=O)NCC2CCCO2)N(Cc2cccs2)C(=O)c2snc(C(N)=O)c2N)cc1 (stereo not drawn),30,-25,10,4,7,22,8,5
O=C(CCC(=O)N1CCN(C2CCCCC2)CC1)Nc1nnc(C(F)(F)F)s1,16,0,0,1,8,7,20,13
CCSc1nnc(NC(=O)CCc2ccc(OC)cc2)s1,12,7,-5,7,6,4,3,22
COc1cccc(/C=N/NC(=O)CO/N=C(\C)c2cccs2)c1OC,-1,4,0,2,-16,-29,-2,-4
CCN(CC(=O)Nc1cc(Cl)ccc1C)C(=O)CSCc1ccccc1,-8,14,4,10,3,2,-4,8
COc1ccccc1NS(=O)(=O)c1ccc(Cl)c(NC(=O)c2sc3cc(Cl)ccc3c2Cl)c1,-3,0,-17,-2,-20,-4,9,-2
C=CCOc1ccccc1CN1CCC(Oc2ccc(C(=O)N3CCCC3)cc2)CC1,-5,0,10,-1,12,-1,34,18
CC(C)(C)n1nc2c(c1NC(=O)c1cccs1)CS(=O)C2 (stereo not drawn),1,-1,5,-4,-10,2,11,12
O=c1[nH]cnc2sc3c(c12)CCCCC3,1,-7,3,5,2,0,-21,1
O=C1CC(N2CCN(c3ccccn3)CC2)C(=O)N1CC(c1ccccc1)c1ccccc1 (stereo not drawn),-43,8,6,9,-11,-4,5,3
Cc1ccc2oc(=O)c3cnn(CC(=O)NC4CCCCC4C)c3c2c1 (stereo not drawn),7,26,-9,1,18,14,99*,4
Brc1ccc(-c2csc(NC3=NCCCCC3)n2)cc1,-59,19,-7,6,1,-61,-18,10
N#CCCn1ccc(NC(=O)c2ccc(Cl)cc2)n1,8,-1,-1,4,29,2,22,-13
Oc1ccc(Br)cc1-c1ccn[nH]1,-14,0,17,-3,3,2,-4,5
O=C(Nc1cccc(-c2nnco2)c1)c1cccs1,11,5,1,5,6,-16,1,7
CCCCNC(=O)CCCCCNS(=O)(=O)c1ccc(OC)cc1,20,2,-2,-8,-4,20,-1,-5
O=C1C(=Cc2ccco2)CCCC1=Cc1ccco1,x,5,x,5,x,x,-12,17
CCN(CC)S(=O)(=O)c1ccc(N2CCOCC2)c(NC(=O)c2ccc3ccccc3c2)c1,6,17,14,-4,-8,-5,5,23
C/C(=N\Nc1ccc2nncn2n1)c1ccccn1,-22,-7,-11,-13,-19,55*,74*,-11
CCOC(=O)C1(CCc2ccccc2)CCN(Cc2cc(OC)c(OC)cc2OC)CC1,-13,13,16,1,5,29,60*,0
CC(C)CN(C(=O)COC(=O)c1cccn1C)c1c(N)n(Cc2ccccc2)c(=O)[nH]c1=O,13,1,-6,-2,18,6,2,-16
N/C(=N\OC(=O)Oc1ccccc1)c1ccc(Cl)cc1,21,7,-3,-7,-7,14,-1,-3
O=C(Cc1cccs1)N/N=C/c1ccccc1,-1,-4,4,-18,-13,-4,-29,5
Cc1ccc(Cl)cc1N1CCN(C(=S)NCc2ccco2)CC1,12,10,11,-4,-23,14,8,19
COc1ccc(-c2nnn(CC(=O)N(Cc3cccs3)C(C)C(=O)NCCC(C)C)n2)cc1OC (stereo not drawn),6,23,3,-8,8,-24,-5,-9
CCN(CC)C1CCN(C(=O)c2cc(COc3ccc(F)cc3Cl)on2)C1 (stereo not drawn),-22,3,4,-4,-6,2,-6,11
Cc1nc(CNS(=O)(=O)c2cc(C)c(C)cc2C)cs1,11,3,9,12,12,-5,24,4
C[C@@H]1NC(=O)[C@H](CC(N)=O)NC(=O)c2cc([N+](=O)[O-])cc(I)c2OCC[C@@H](C(=O)NC(CC(=O)O)C(N)=O)NC1=O (stereo partly drawn),21,x,-9,x,-58,-6,-20,3
CC(=O)N[C@H]1[C@H](OCc2ccccc2F)O[C@H](COC(C)=O)[C@@H](OC(C)=O)[C@@H]1OC(C)=O,19,4,-9,-1,1,13,-1,10
CC(C)C(NC(=O)c1ccccc1)C(=O)OCC(=O)N1CCN(c2ccccc2)CC1 (stereo not drawn),8,-3,6,-5,8,-3,-1,6
COc1ccccc1-c1c(C(F)(F)F)oc2c(CN(C)C)c(O)ccc2c1=O,14,-1,8,4,7,2,-3,5
COc1ccc(CCN2C(=O)C3CC(C)=C(C)CC3C2=O)cc1OC (stereo not drawn),-27,-2,-9,4,-10,-9,1,-5
O=C(NC(=S)NCCCN1CCOCC1)c1ccco1,1,1,0,-7,5,-6,9,-4
CCOC(=O)C(=CNCC(=O)OC)C(=O)OCC,17,-3,2,3,0,-4,2,2

# Another view of part of the listing above.
> C[C@@H]1NC(=O)[C@H](CC(N)=O)NC(=O)c2cc([N+](=O)[O-])cc(I)c2OCC[C@@H](C(=O)NC(CC(=O)O)C(N)=O)NC1=O (stereo partly drawn)
  697 NFkB inh: 21 | EBI2 antag: x | UBC13 inh: -9 | CXCR6 block: x | APJ antag: -58 | Jurkat NFkB inh: -6 | Gli-Sufu antag: -20 | CCR6 antag: 3
> N/C(=N\OC(=O)Oc1ccccc1)c1ccc(Cl)cc1
  697 NFkB inh: 21 | EBI2 antag: 7 | UBC13 inh: -3 | CXCR6 block: -7 | APJ antag: -7 | Jurkat NFkB inh: 14 | Gli-Sufu antag: -1 | CCR6 antag: -3
> COc1ccc(-c2nnn(CC(=O)N(Cc3cccs3)C(C)C(=O)NCCC(C)C)n2)cc1OC (stereo not drawn)
  697 NFkB inh: 6 | EBI2 antag: 23 | UBC13 inh: 3 | CXCR6 block: -8 | APJ antag: 8 | Jurkat NFkB inh: -24 | Gli-Sufu antag: -5 | CCR6 antag: -9
> CC(=O)N[C@H]1[C@H](OCc2ccccc2F)O[C@H](COC(C)=O)[C@@H](OC(C)=O)[C@@H]1OC(C)=O
  697 NFkB inh: 19 | EBI2 antag: 4 | UBC13 inh: -9 | CXCR6 block: -1 | APJ antag: 1 | Jurkat NFkB inh: 13 | Gli-Sufu antag: -1 | CCR6 antag: 10

# Other results.
structure,697 NFkB inh,EBI2 antag,UBC13 inh,CXCR6 block,APJ antag,Jurkat NFkB inh,Gli-Sufu antag,CCR6 antag
Cn1ccnc1C1CCCCN1Cc1nc(Cc2cccc(C(F)(F)F)c2)no1 (stereo not drawn),-10,-3,6,2,-1,-20,4,9
Clc1ccc(N2CCN(Cc3c[nH]c4ncccc34)CC2)cc1,-5,-1,3,-12,0,8,4,0
CN(C)CCN1C(=O)NC(C)(c2ccc([N+](=O)[O-])cc2)C1=O (stereo not drawn),5,-9,-12,4,-4,-7,-3,11
CC1(C)CC(=O)C/C(=N/Nc2nc3ccccc3s2)C1,-32,1,-6,-2,8,-28,20,-1
Cc1ccc(-c2c(C(=O)N/N=C/c3cccs3)nnn2-c2nonc2N)cc1,5,-5,-11,-5,11,3,2,-4
Cc1ccc(OCC(=O)NNC(=O)c2cc3ccccc3o2)cc1,-5,23,-2,-7,4,0,-2,-4
Cc1cc(C(=O)NCc2ccc3c(c2)OCO3)ccc1[N+](=O)[O-],-11,4,-7,-3,11,7,26,15
Cc1nc2ccccc2c(=O)n1/N=C/c1ccccc1,-10,1,4,13,14,-15,2,11
OCCN1CCN(c2ncnc3nc[nH]c23)CC1,15,-3,11,0,-58,10,-2,7
COCCCN(C(=S)Nc1ccc(C)cc1Cl)C(C)c1ccncc1 (stereo not drawn),-51,11,-2,4,-4,-9,28,7
COC(=O)C1=C(C(=O)OC)SC(=C2C(=S)C(C)(C)N(C(=O)C(C)C)c3ccccc32)S1,8,31,-70,32,29,6,12,53*
Fc1ccc(NC(=S)Nc2cccc(Cl)c2)cc1,-1,1,-1,1,2,-9,25,11
Cn1cnnc1SCc1ccc(C#N)cc1Cl,23,-4,3,1,17,2,-5,1
Clc1ccc(Oc2nc(N3CCOCC3)nc(N3CCOCC3)n2)cc1,2,7,8,10,6,14,6,4
COc1ccc2[nH]c3c(c2c1)CCN1C(=O)C(CC(=O)NCC24CC5CC(CC(C5)C2)C4)C[C@H](C(=O)N(C(C)C)C(C)C)[C@@]31C (stereo partly drawn),13,12,x,2,x,x,8,1
CCc1ccc(NC(=O)Nc2ccon2)cc1,-78,1,-1,-10,9,-67,-36,3
NC(=O)c1ccccc1NCC(=O)c1ccc(F)cc1,5,3,15,27,82*,-3,9,99*
COC(=O)CNC(=O)CCc1nnc(C2(c3ccc(Cl)cc3)CCC2)o1,-34,-2,21,1,6,-11,10,-4
O=C(CNC(=O)c1ccco1)N/N=C/c1ccc(O)c([N+](=O)[O-])c1,15,-2,-45,6,15,-7,3,24
Cc1ccccc1S(=O)(=O)N1[C@@H](c2ccc(F)cc2)C(C(=O)O)=CC[C@H]1c1ccc(Cl)cc1,9,1,-14,6,13,24,-3,16
COc1ccc(OC)c(NC(=O)C(=O)NCc2ccncc2)c1,2,-4,0,-4,12,2,-7,18
CCOC(=O)C(CO)NC(=O)C1(NC(C)=O)CCCC1 (stereo not drawn),x,5,x,-1,x,x,-2,12
